Screening results deposited in PubChem by several laboratories.
MsrA inh – bovine MsrA enzyme inhibitors, primary screen, biochemical, absorbance, HTS; Methionine sulfoxide reductase A (Bos taurus); purified bovine MsrA, absorbance read-out; inhibition, % at 15.5 µM; 0.75% of 360,000 active; AID 651718, 2012; in the data active = inhibition above about 4.5%;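 note: 0% = vehicle wells with enzyme and 100% = reference inhibitor wells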
MLLE-PAM2 inh – inhibitors of PABP1 MLLE–PAM2 peptide binding, primary screen, biochemical, fluorescence polarization, FITC-PAM2, GST-MLLE | 0.36% of 360,000 active | Polyadenylate-binding protein 1 (Homo sapiens), P11940 | inhibition, % at 20 µM; in the data active = inhibition above about 35%, passing the limit was not always enough;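 note: plate controls were DMSO wells with GST-MLLE for no effect and wells lacking GST-MLLE protein for full effect; some results filed as inactive read as strong as hits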
FAS TE block – FAS thioesterase domain inhibitors, primary screen, biochemical, fluorescence intensity, uHTS | inhibition, % at 15 µM | Fatty acid synthase (Homo sapiens), P49327 | 0.67% of 360,000 active | recombinant FAS-TE, OMFH fluorogenic substrate, fluorescence endpoint;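 active = compounds whose normalised, plate-corrected inhibition of enzyme fluorescence in the single-dose primary screen is 50% or more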;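 note: 0% = DMSO with enzyme and 100% = substrate without enzyme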
bovine MsrA act – bovine MsrA enzyme activators, primary screen, biochemical, absorbance, HTS; 0.3% of 360,000 active; purified bovine MsrA, absorbance read-out; activation, % at 10.6 µM; Methionine sulfoxide reductase A (Bos taurus); in the data active = activation above about 7.5%;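 note: 0% = vehicle and 100% = reference activator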
SKN-1 block – suppressors of acrylamide-induced Pgst-4::GFP reporter in worms, primary screen, SKN-1 inhibitor project, whole organism, uHTS, GFP/RFP fluorescence ratio, strain VP596 | C. elegans VP596 Pgst-4::GFP/RFP ratio, 24 h | inhibition, % at 21.8 µM | 0.49% of 360,000 active | AID 624304, 2012;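 active = interference check ratio from 0.5 to 1.5 plus GFP to RFP signal ratio inhibition reaching or exceeding a fixed threshold, cut at about 30% in these data, passing the limit was not always enough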; note: some compounds called inactive have numbers as strong as hits
Tb MetRS inh – T. brucei MetRS inhibitors, primary screen, biochemical, luminescence; methionyl-tRNA synthetase (Trypanosoma brucei brucei); purified T. brucei MetRS, ATP depletion, Kinase-Glo luminescence; inhibition, % at 11.9 µM; 0.4% of 360,000 active;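 active = inhibition above a per-plate cutoff of the control wells' mean inhibition plus 3 SD, cut at about 5.5% in these data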;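 note: 0% = DMSO wells median and 100% = median of wells with control inhibitor compound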
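Dosing: 11.9 µM single point; system: parasite MetRS enzyme; technique: luminescence of leftover ATP; times: 15 min enzyme-compound preincubation, 2 h reaction, 10 min detection, 25 °C; replicates: each compound tested once; read-out basis: percent inhibition relative to median high and low control wells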
CendR NRP1 mod – modulators of CendR peptide binding to NRP-1, primary screen, biochemical, fluorescence polarization, uHTS; Neuropilin-1 (Homo sapiens), O14786; FAM-RPARPAR peptide binding to NRP-1; inhibition, % at 25 µM; 0.85% of 360,000 active; AID 602438, 2012;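 active = inhibition or corrected inhibition above about 18%, plus a signal ratio from 0.5 to 1.5, limit read from the data, passing the limit was not always enough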; note: strong numbers were not always called active
Target sequence (O14786 whole entry, looked up): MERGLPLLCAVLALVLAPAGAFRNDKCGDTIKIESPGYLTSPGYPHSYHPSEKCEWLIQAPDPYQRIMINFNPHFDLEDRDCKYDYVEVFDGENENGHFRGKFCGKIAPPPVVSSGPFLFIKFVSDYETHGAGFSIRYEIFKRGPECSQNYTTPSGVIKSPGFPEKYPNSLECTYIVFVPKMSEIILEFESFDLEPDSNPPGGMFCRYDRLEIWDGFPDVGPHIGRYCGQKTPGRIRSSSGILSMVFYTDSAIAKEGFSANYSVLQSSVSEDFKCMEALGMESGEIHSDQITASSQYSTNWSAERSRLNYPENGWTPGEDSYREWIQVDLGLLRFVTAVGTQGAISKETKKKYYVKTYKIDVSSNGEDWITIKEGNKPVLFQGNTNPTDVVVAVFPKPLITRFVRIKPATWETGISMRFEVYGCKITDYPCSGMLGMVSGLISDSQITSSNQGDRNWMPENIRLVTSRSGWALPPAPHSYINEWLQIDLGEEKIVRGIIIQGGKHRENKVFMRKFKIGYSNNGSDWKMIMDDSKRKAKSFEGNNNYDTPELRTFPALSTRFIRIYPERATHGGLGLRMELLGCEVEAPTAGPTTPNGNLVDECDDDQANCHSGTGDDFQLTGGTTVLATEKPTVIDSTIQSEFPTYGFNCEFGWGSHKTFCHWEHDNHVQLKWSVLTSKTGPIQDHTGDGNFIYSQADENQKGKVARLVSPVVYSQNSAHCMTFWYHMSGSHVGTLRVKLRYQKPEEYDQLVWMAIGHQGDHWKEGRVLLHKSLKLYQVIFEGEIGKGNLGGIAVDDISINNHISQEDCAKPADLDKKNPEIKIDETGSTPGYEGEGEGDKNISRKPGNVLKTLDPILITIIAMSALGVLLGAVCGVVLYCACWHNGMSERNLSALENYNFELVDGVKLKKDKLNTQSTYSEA
E coli Lon inh – inhibitors of E. coli Lon protease, primary screen, biochemical, fluorescence polarization. P0A9M0. purified E. coli Lon protease. inhibition, % at 7.94 µM. 0.42% of 360,000 active. AID 602123, 2011; in the data active = inhibition above about 13%, passing the limit was not always enough;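 note: 0% = enzyme with probe and DMSO and 100% = no enzyme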
MT1-MMP act inh – blockers of MT1-MMP proenzyme processing, primary screen, HT1080 RFP-PRO-GFP cells, GFP/RFP fluorescence | Matrix metalloproteinase-14 (Homo sapiens), P50281 | GFP/RFP ratio fluorescence, overnight; percent of plate control window, DMSO zero | GFP/RFP ratio change, % at 20 µM | 0.061% of 360,000 active | AID 651647, 2012;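 active = GFP/RFP ratio change of at least 30% with cell ATP level not reduced by more than half and red fluorescence within 50% of control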; note: strong numbers were not always called active
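Material: RFP-PRO-GFP reporter HT1080 cells. Dosing: single-point 20 µM compound, 1% DMSO. Controls: DMSO and RFP-L50D-GFP cell wells. Timing: cells overnight before dosing, compound overnight, 37 °C, 5% CO2. Measure: GFP/RFP fluorescence ratio.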
* hit, by the source's call; nt = no result given. No enrichment for hits, and some 4% of all compounds hit somewhere here.

SMILES	MsrA inh	MLLE-PAM2 inh	FAS TE block	bovine MsrA act	SKN-1 block	Tb MetRS inh	CendR NRP1 mod	E coli Lon inh	MT1-MMP act inh
O=C(CNC(=O)c1ccc(S(=O)(=O)N2CCCC2)cc1)N/N=C/c1ccccc1	-0.8	2	-14	-2	-13	0.7	-5	-4	-4
Cc1ccc([C@H]2C[C@H](O)[C@@H](n3cc(C4CC4)nn3)CN2C(=O)C2CCCCC2)cc1	-1.1	3	-7	-1	8	-0.1	-5	2	4
O=C(Cc1ccc(Cl)cc1)Nc1ccc(S(=O)(=O)N2CCOCC2)cc1	-0.7	15	-2	-3	18	0.4	2	0	0
c1ccc2nc3c(ccc4ccccc43)cc2c1	-0.9	2	22	-10	21	-0.3	0	5	-2
CCOc1ccc(C=NC23CN4CN(CN(C4)C2)C3)cc1	-0.2	2	-8	-12	9	-1.1	-8	-14	4
CCOC(=O)C1(CC2CCCCO2)CCN(Cc2cccnc2)CC1 (centres undefined)	0.5	-3	-7	-10	-8	-1.4	0	4	-2
Cc1ccc2nc3c(cc(C(=O)NCc4ccco4)c(=N)n3C3CCCC3)c(=O)n2c1	0.3	15	-5	0	11	0.2	-10	-2	-2
COc1cc([N+](=O)[O-])c(OC)cc1SCc1n[nH]c(=S)n1-c1ccc(C)cc1	-0.8	-5	20	0	-3	0.2	10	0	1
O=C(COC(=O)c1ccc2c(c1)OCCO2)Nc1cccc(S(=O)(=O)N2CCOCC2)c1	-0.1	13	4	-1	-2	0.2	10	-5	-5
CCCC1NC(=O)c2cccnc2-n2c1nc1ccc(Cl)cc1c2=O (centres undefined)	-0.2	3	-8	-5	19	0.6	-6	-5	-2
CCOC(=O)c1ccc(N(C(=O)c2ccco2)C(C(=O)NC2CCCC2)c2ccncc2)cc1 (centres undefined)	0.1	-3	1	-5	4	-0.7	2	6	1
CCOP(=O)(O)c1ccccc1OCCCCCOc1ccccc1P(=O)(O)OCC	-0.6	3	-7	-3	16	-0.1	5	3	0
NC(=O)c1ccc(=O)n(Cc2ccc(F)c(F)c2)c1	0.2	-3	2	8.0*	-4	0.2	4	-9	-1
Cc1cccc(C)c1NC(=O)Nc1ccccc1-n1ccnc1	-0.5	13	-4	3	3	-0.5	1	-11	1
O=S(=O)(NC1CC1)c1ccc(S(=O)(=O)N2CCCc3ccccc32)cc1	-0.7	3	9	-3	3	-1.4	-2	-7	-4
CCc1nnc(NC(=O)CCC(=O)N2CCN(CCc3ccccc3)CC2)s1	0.0	6	-3	1	10	-0.1	-2	-11	7
COc1ccc(NC(C)=O)cc1NC(=O)CSc1nnc(-c2cccnc2)n1C	0.2	4	-7	-4	3	0.1	2	0	4
CC(=O)NC(c1ccc(F)c(F)c1)c1nc(-c2cnc3ccccc3c2)cs1 (centres undefined)	-0.8	-8	2	-1	33	0.2	-18	-1	6
O=C(CCc1nc(-c2ccccc2F)no1)NCCc1ccccc1Cl	-0.6	2	5	-1	6	-0.5	4	-3	-1
OC(CNCCC(c1ccccc1)c1ccccc1)COc1ccccc1 (centres undefined)	-0.7	8	-4	1	11	-0.5	-6	-2	-10
COc1ccccc1NC(=O)CN(c1ccc(C23CC4CC(CC(C4)C2)C3)cc1)S(C)(=O)=O	-0.2	-8	19	-1	12	-0.5	-6	8	-17
COc1ccc([C@H]2CC(=O)C=C(/C=C/c3ccc(C(F)(F)F)cc3)C2)cc1	0.4	-12	31	-4	4	-0.4	10	-13	0
CCOc1ccc(N(Cc2ccccc2F)C2=NC3CS(=O)(=O)CC3S2)cc1 (centres undefined)	0.6	3	16	-1	-3	-0.4	-3	3	5
COc1ccc(N2CCN(c3nc(NCCc4ccc(OC)c(OC)c4)nc(OC)n3)CC2)cc1	0.4	-8	16	-3	3	-0.3	5	-10	1
O=C(O)c1cccc(NN=C2c3ccccc3-c3ccccc32)c1	1.7	-3	12	-4	5	-0.7	-19	3	-2

Later entries.
SMILES	MsrA inh	MLLE-PAM2 inh	FAS TE block	bovine MsrA act	SKN-1 block	Tb MetRS inh	CendR NRP1 mod	E coli Lon inh	MT1-MMP act inh
CN(C(=O)CNC(=O)c1ccc(Br)o1)C1CCCCC1	-0.9	-8	-2	-4	5	-0.2	-5	0	-1
O=C(NCCc1ccccn1)c1cc(C(=O)C2CCCCC2)c[nH]1	-0.3	17	-8	-7	8	-1.3	3	0	6
CC(NC(=O)c1ccccc1F)C(=O)O (centres undefined)	0.7	9	-4	0	13	-0.1	-1	-9	3
C[C@H](CO)N1C[C@H](C)[C@@H](CN(C)Cc2ccncc2)Oc2c(NS(=O)(=O)c3cccs3)cccc2C1=O	-0.3	-1	-6	-2	7	0.1	16	-5	4
Cc1ccsc1C(=O)N1CCC(N2CCC(C(=O)NCC3CCCO3)CC2)CC1 (centres undefined)	-0.7	5	-2	-3	26	0.1	-19	-1	7
CCc1ccccc1Nc1nc(-c2cccnc2)cs1	0.8	-6	12	-12	-3	-3.1	-2	-6	nt
O=C(Nc1ccc(O)cc1C(=O)O)c1ccc2c(c1)C(=O)N(Cc1ccco1)C2=O	1.0	8	-17	-2	6	0.5	-22	10	3
C/C(=N\NC(=O)c1ccccc1N)c1ccc(NC(=O)Cc2ccccc2)cc1	-0.3	9	-1	-3	12	-0.2	2	8	3
O=c1[nH]c2cc3c(cc2cc1CN(Cc1cccnc1)C(=S)NCc1ccco1)OCCO3	2.6	-59	-1	-5	1	0.8	-15	8	-4
Cc1cc(S(=O)(=O)N2CCOCC2)ccc1OCC(=O)Nc1ccccc1C(F)(F)F	1.3	2	-8	-3	14	-0.6	-9	-6	4
O=C(COC(=O)c1cc(Br)ccc1O)Nc1ccc2c(c1)OCCO2	-0.3	-3	3	-8	-7	-0.5	4	6	2
O=C(NC1CCCCC1)C(c1ccccc1)N(C(=O)c1cccs1)c1ccc2c(c1)OCO2 (centres undefined)	-0.3	-13	1	-6	0	-0.4	12	-9	7
O=C(N/N=C/c1ccc([N+](=O)[O-])cc1)c1ccc(COc2ccccc2-c2ccccc2)cc1	0.4	1	24	-7	17	-0.4	1	-8	-1
N#Cc1c2n(c3c(=O)n(Cc4ccc(Cl)cc4)cnc13)CCCCC2	0.2	-19	24	-13	-17	-2.0	11	-6	nt
COCCn1c(SCC(=O)N2CCCC(C)C2)nnc1-c1ccco1 (centres undefined)	0.9	8	-6	-1	8	-0.3	5	-7	0
COc1ccc(-n2cc(CNC(C)c3ccncn3)c(-c3cccc(F)c3)n2)cc1 (centres undefined)	0.8	8	2	-4	1	-0.2	-5	-4	-5
CC(=O)N1CCc2cc(S(=O)(=O)NCCC(=O)NCCc3ccc(C)cc3)ccc21	0.4	-5	-6	-9	-7	-0.6	2	-1	-12
COc1ccc(CNC(=O)c2cc(=O)c3ccc(C)c(C)c3o2)cc1	-0.2	-3	42	-7	1	-1.2	6	3	0
COc1ccc(-c2c(C)oc3c(CN4CCCCC4C)c(O)ccc3c2=O)cc1 (centres undefined)	2.0	-8	-6	0	20	0.1	3	-2	1
COc1ccc(/C=N/Nc2nc(N3CCCC3)nc(N3CCCC3)n2)c(OC)c1OC	1.4	3	1	1	2	-0.7	9	0	3
CCCCc1nnc(NC(=O)C(=O)OCC)s1	1.2	4	-1	-2	-3	0.3	-9	6	-4
Clc1cccc(Cl)c1-c1nnc2cccc(Cl)n12	-0.2	-4	-4	-6	11	-1.9	7	-15	-10
Cc1ccc(C)c(OCCCCn2cnc3ccccc3c2=O)c1	-0.4	16	15	-3	-7	0.2	0	0	-3
COc1cc(/C=C2/SC(=O)NC2=O)ccc1OC(=O)c1ccco1	0.9	-20	-6	-5	-9	-0.3	8	1	-10
CC(C)(C)c1cc(C(=O)N2CCc3ccccc3C2)ccn1	-0.1	2	-4	-4	14	-1.2	8	-9	1

Continued:
SMILES	MsrA inh	MLLE-PAM2 inh	FAS TE block	bovine MsrA act	SKN-1 block	Tb MetRS inh	CendR NRP1 mod	E coli Lon inh	MT1-MMP act inh
CC(C)=CCN1CCN(Cc2ccc(N3CCNC3=O)cc2)CC1CCO (centres undefined)	-1.1	-4	-4	-2	-1	0.1	-10	-5	-1
Cc1ccc(NC(=O)CN2C(=O)NC(Cc3c[nH]c4ccccc34)C2=O)cc1 (centres undefined)	-0.3	-15	-3	-10	-11	-0.3	1	-2	6
Cc1ccc(-c2ocnc2C(=O)Nc2ccccc2NC(=O)c2ccccn2)cc1	0.3	-2	14	-4	3	-0.4	10	6	-6
Cc1ccoc1C(=O)NCc1occc1C(=O)O	0.3	19	-10	1	15	0.5	-12	7	3
CN(C)/C=C(\C#N)S(=O)(=O)c1ccc(Cl)cc1	-0.7	-3	-5	-1	8	-0.1	1	-17	0
CCC(=C/c1sc2ccc3ccccc3c2[n+]1C)/C=C1\Sc2ccc3ccccc3c2N1C	2.4	-109	-8	-7	25	-1.1	-86	-63	-26
CCOc1ccc(NC(=O)COC(=O)c2cccnc2)cc1	-1.2	5	-4	0	20	0.0	-12	1	-5
CCOc1ccccc1NC(=O)Nc1cccc(S(N)(=O)=O)c1	0.6	-4	-4	-4	2	-0.3	-1	-7	1
COc1cc(C(=O)N/N=C\c2ccccc2)c([N+](=O)[O-])c(OC)c1OC	-0.5	0	-3	-9	4	-1.6	8	-8	-1
COc1ccc(-n2nc(C(=O)NCC(=O)NCC3COc4ccccc4O3)c3ccccc3c2=O)cc1 (centres undefined)	0.1	-3	13	-15	0	1.3	10	0	-9
CCc1c(C(=O)Nc2ccc(OC)c(Cl)c2)[nH]c(C)c1C(C)=O	0.8	3	-1	3	-15	0.7	-5	-11	8
O=c1c2cnn(-c3ccccc3)c2nc(-c2cccs2)n1-c1cccc(Cl)c1	0.0	-29	30	-5	-3	-0.6	-3	-14	-13
CCCNC(=O)NC(C(=O)OC)C12CC3CC(CC(C3)C1)C2 (centres undefined)	-0.2	5	-2	-9	-31	-1.3	8	5	-1
Cc1ccc(S(=O)(=O)N2CCCN(S(=O)(=O)c3ccc4ccccc4c3)CC2)cc1	-0.6	6	33	-4	0	-0.4	-1	-2	3
OCC[C@@H]1C[C@H](O)[C@@H](O)[C@@]2(OCc3cc(Cl)ccc32)O1	-0.8	-3	-7	-1	15	1.2	-9	-1	-1

Taken from above.
For MT1-MMP act inh, `O=c1[nH]c2cc3c(cc2cc1CN(Cc1cccnc1)C(=S)NCc1ccco1)OCCO3` has the entry -4
For Tb MetRS inh, `N#Cc1c2n(c3c(=O)n(Cc4ccc(Cl)cc4)cnc13)CCCCC2` has the entry -2.0
